Screening results deposited in PubChem BioAssay by Broad Institute.
C diff growth: C. difficile growth inhibition | Clostridium difficile clinical isolate growth, OD600, 24 h; hits give low values | growth activity, negative = inhibition, % at 16 µg/mL (by protocol) | 86,000 compounds, 0.25% hits;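 active = mean growth activity at or below -80% and every replicate also at or below -80%; inconclusive = mean at or below -80% but some replicate above -80%; inactive = mean growth activity above -80%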;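 note: 0% = DMSO wells and -100% = levofloxacin 16 µg/mL wells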
Tcruzi prolif: blocks T. cruzi growth in NIH3T3 culture. T. cruzi beta-gal in NIH3T3, GalScreen luminescence, 90 h. inhibition, % at 8.34 µM. 77,000 compounds, 5.9% hits;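 active = mean inhibition above about 93%, with at least 55% of replicates each passing it, limit read from the data, passing the limit was not always enough; inconclusive = only one of those two conditions holds; inactive = neither condition holds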
KDM4C inh: inhibitors of human demethylase GASC-1 KDM4C. Q9H3R0. GST-KDM4C 2-372, H3K9me3 peptide, LANCE TR-FRET. inhibition, % at 12.5 µM. 96,000 compounds, 0.15% hits. AID 720574;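 active = mean replicate inhibition above about 25%, with at least 55% of replicates also reaching it, limit read from the data, passing the limit was not always enough; inconclusive = only one of those two conditions met; inactive = neither condition met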
Target sequence (Q9H3R0 2-372 limits assumed): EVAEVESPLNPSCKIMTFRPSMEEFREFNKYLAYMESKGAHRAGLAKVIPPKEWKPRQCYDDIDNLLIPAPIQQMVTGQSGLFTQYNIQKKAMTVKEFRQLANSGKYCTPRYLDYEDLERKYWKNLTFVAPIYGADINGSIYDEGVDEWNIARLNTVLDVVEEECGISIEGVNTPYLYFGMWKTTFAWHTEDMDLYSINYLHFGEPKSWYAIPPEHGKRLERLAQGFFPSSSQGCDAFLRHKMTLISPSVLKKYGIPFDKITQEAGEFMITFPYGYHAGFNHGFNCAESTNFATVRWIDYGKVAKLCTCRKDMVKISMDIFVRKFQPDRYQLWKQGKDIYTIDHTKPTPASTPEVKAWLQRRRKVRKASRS
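Material: N-terminal GST-fused human GASC-1 (KDM4C) fragment, residues 2-372. Input: 10 nM enzyme. Incubation: enzyme reaction 30 min, then detection 60 min, both room temperature. Doses: one test concentration per compound. Read-out basis: inhibition from TR-FRET ratio decrease. Detection: LANCE TR-FRET, excitation 340 nm, emissions 618 and 671 nm.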
Pf Dd2 growth: blocks growth of Plasmodium falciparum Dd2 parasites | 94,000 compounds, 2.3% hits | activity change, % at 10 µM | P. falciparum Dd2 growth, SYBR Green, 72 h; hits give low values; in the data active = activity change below about -80%; inconclusive = no clear call, values can overlap the other calls
An asterisk follows results filed as active; u = inconclusive; x = not tested or not shown; & = joins results of further samples.

SMILES	C diff growth	Tcruzi prolif	KDM4C inh	Pf Dd2 growth
C[C@H](CO)N1C[C@H](C)[C@@H](CN(C)C(=O)c2ccccc2)OCc2ccccc2-c2c(n(C)c3ccccc23)C1=O	x	2	-0.5	-41
COC(=O)C[C@@H]1CC[C@H]2[C@H](COc3ccc(NS(=O)(=O)c4ccccc4Cl)cc3C(=O)N2C)O1	-2	-17	1.5	x
O=C(C[C@@H]1C[C@H]2c3cc(NC(=O)Cc4ccncc4)ccc3O[C@H]2[C@H](CO)O1)NCc1ccc2c(c1)OCO2	3	x	3.5	-14
C[C@@H]1CN([C@@H](C)CO)C(=O)c2cc(NC(=O)CCCN(C)C)ccc2O[C@H]1CN(C)S(=O)(=O)c1cccs1	x	96	2.0	20
COc1ccc(S(=O)(=O)Nc2ccc3c(c2)CC(=O)N([C@@H](C)CO)C[C@H](C)[C@H](CN(C)S(=O)(=O)c2ccc(F)cc2)O3)cc1	6	17	-0.2	-50
O=C(c1cccc(F)c1)N1CCCCN2[C@@H](CO)[C@@H](c3ccc(-c4cccnc4)cc3)[C@@H]2C1	-5	8	0.8	5
Cc1noc(C)c1NC(=O)N(C)C[C@H]1OCCCC[C@@H](C)Oc2ccc(NS(=O)(=O)c3ccc(F)cc3)cc2C(=O)N([C@@H](C)CO)C[C@H]1C	5	9	1.8	-11
C[C@@H]1CN([C@H](C)CO)C(=O)c2cccc(NS(=O)(=O)c3ccccc3)c2O[C@@H]1CN(C)Cc1ccc(Oc2ccccc2)cc1	47	25	-1.1	-40
C[C@H](CO)N1C[C@H](C)[C@@H](CN(C)C)Oc2ccc(NC(=O)Nc3ccccc3)cc2CC1=O	15	-7	1.2	22
C[C@H]1CN([C@@H](C)CO)C(=O)CCCn2nncc2CO[C@H]1CN(C)C(=O)Nc1ccc(C(C)(C)C)cc1	1	-8	1.1	-11
C[C@H](CO)N1C[C@H](C)[C@@H](CN(C)Cc2cccnc2)OCc2cnnn2CCCC1=O	-2	-20	x	3
COCCNC(=O)[C@H]1[C@H](CO)[C@H]2Cn3c(ccc(-c4ccc(F)cc4)c3=O)[C@@H]1N2C(=O)NC(C)C	-2	0	-0.8	9

Part of the list above, bar-delimited.
compound | C diff growth | Tcruzi prolif | KDM4C inh | Pf Dd2 growth
COCCNC(=O)[C@H]1[C@H](CO)[C@H]2Cn3c(ccc(-c4ccc(F)cc4)c3=O)[C@@H]1N2C(=O)NC(C)C | -2 | 0 | -0.8 | 9
C[C@H](CO)N1C[C@H](C)[C@@H](CN(C)C(=O)c2ccccc2)OCc2ccccc2-c2c(n(C)c3ccccc23)C1=O | x | 2 | -0.5 | -41

(next part)
SMILES	C diff growth	Tcruzi prolif	KDM4C inh	Pf Dd2 growth
Cc1noc(C)c1S(=O)(=O)Nc1ccc2c(c1)C(=O)N([C@H](C)CO)C[C@@H](C)[C@H](CN(C)C(=O)Nc1cccc3ccccc13)O2	-1	-141	1.4	14
CN1C(=O)c2cc(NC(=O)c3ccc4c(c3)OCO4)ccc2OC[C@@H]2O[C@H](CC(=O)O)CC[C@H]21	-4	10	-1.4	11
O=C(NCCc1ccccc1)[C@H]1[C@H](CO)[C@H]2Cn3c(ccc(-c4cccc(F)c4)c3=O)[C@@H]1N2	-3	54	-0.7	6
Cc1ccc(S(=O)(=O)Nc2ccc3c(c2)C(=O)N([C@H](C)CO)C[C@H](C)[C@H](CN(C)Cc2ccc(C(=O)O)cc2)O3)cc1	-2	4	6.2	29
O=C(C[C@H]1CC[C@@H](NC(=O)C2CCOCC2)[C@H](CO)O1)Nc1ccccc1	1	x	-1.0	36
CO[C@H]1CN(C)C(=O)c2cc(NC(=O)c3ccc4c(c3)OCO4)ccc2OC[C@@H](C)N(CCC(F)(F)F)C[C@H]1C	x	x	-1.4	-13
C[C@@H]1CN([C@H](C)CO)C(=O)c2cc(C3=CCCC3)cnc2O[C@H]1CN(C)C(=O)NC1CCCC1	4	46	0.7	-9
C/C=C/c1ccc([C@H]2[C@H](CO)N(C(C)=O)[C@H]2CN(C)C(=O)CN(C)C)cc1	-5	-19	-1.4	-29
CCCC#Cc1cnc2c(c1)C(=O)N([C@@H](C)CO)C[C@@H](C)[C@H](CN(C)C(=O)CCN1CCCCC1)O2	-5	x	0.1	-24
C[C@@H]1CN([C@@H](C)CO)C(=O)c2cc(C#CCN(C)C)cnc2O[C@@H]1CN(C)Cc1cccc(C(=O)O)c1	0	-28	0.0	28
C[C@H]1CN([C@@H](C)CO)C(=O)c2cc(NC(=O)NC3CCCCC3)ccc2O[C@@H]1CN(C)S(C)(=O)=O	-3	x	4.7	18
C[C@H](CO)N1C[C@H](C)[C@H](CN(C)S(=O)(=O)c2ccccc2)Oc2ccc(NC(=O)Cc3cn(C)c4ccccc34)cc2C1=O	0	71	x	-93*
CNC[C@@H]1OCCCC[C@H](C)Oc2ccc(NC(=O)c3ccncc3)cc2C(=O)N([C@@H](C)CO)C[C@@H]1C	-2	28	-0.7	14
C/C=C/c1ccc([C@@H]2[C@@H](CNC(=O)c3ccncc3)N(C(C)=O)[C@H]2CO)cc1	-1	72	-1.2	-16
C[C@H]1CN([C@@H](C)CO)S(=O)(=O)c2ccc(-c3cccc(C#N)c3)cc2O[C@@H]1CN(C)C(=O)Nc1cc(F)ccc1F	-3	x	0.9	-69
N#C[C@@H]1[C@@H](c2ccc(C#Cc3cccnc3)cc2)[C@@H](CO)N1C(=O)C1CCCCC1	3	103*	-3.7	-24
C[C@H]1CN([C@@H](C)CO)S(=O)(=O)c2ccc(C#CC3CC3)cc2O[C@@H]1CN(C)S(C)(=O)=O	0&1	56	0.7	-10&28
C[C@@H]1CN([C@@H](C)CO)C(=O)c2cc(NC(=O)Nc3ccc(F)cc3)ccc2O[C@@H](C)CCCCO[C@H]1CN(C)CC1CCCCC1	7	115*	-1.3	-78
C[C@H]1CN([C@@H](C)CO)C(=O)c2cccc(NC(=O)Nc3cccc4ccccc34)c2O[C@H]1CN(C)S(=O)(=O)c1ccc(F)cc1	15	13	-3.9	15
O=C(C[C@H]1CC[C@@H]2[C@H](COC[C@H](O)CN2Cc2cc(F)cc(F)c2)O1)NC1CCC1	3	4	0.5	1
C[C@H]1CN([C@@H](C)CO)C(=O)Cc2cc(NC(=O)Nc3ccc(F)cc3)ccc2O[C@@H]1CN(C)Cc1ccc2c(c1)OCO2	-5	x	0.0	-13
N#C[C@H]1[C@@H](c2ccc(-c3cccc(F)c3)cc2)[C@H](CO)N1C(=O)NC1CCCCC1	-14	x	-3.5	-25
Cc1noc(C)c1NC(=O)Nc1ccc2c(c1)CC(=O)N([C@@H](C)CO)C[C@@H](C)[C@H](CN(C)Cc1ccc3c(c1)OCO3)O2	-1	7	-0.4	-3
O=C(Nc1cccc(Cl)c1)N1C[C@@H]2[C@H](c3ccccc31)[C@H](CO)N2C(=O)C1CC1	-7	45	-0.1	4

Profiles from above. Screens in order: C diff growth	Tcruzi prolif	KDM4C inh	Pf Dd2 growth
Results for C[C@@H]1CN([C@@H](C)CO)C(=O)c2cc(NC(=O)Nc3ccc(F)cc3)ccc2O[C@@H](C)CCCCO[C@H]1CN(C)CC1CCCCC1 = 7	115*	-1.3	-78
Results for C[C@H]1CN([C@@H](C)CO)C(=O)c2cccc(NC(=O)Nc3cccc4ccccc34)c2O[C@H]1CN(C)S(=O)(=O)c1ccc(F)cc1 = 15	13	-3.9	15
Results for C/C=C/c1ccc([C@@H]2[C@@H](CNC(=O)c3ccncc3)N(C(C)=O)[C@H]2CO)cc1 = -1	72	-1.2	-16
Results for N#C[C@H]1[C@@H](c2ccc(-c3cccc(F)c3)cc2)[C@H](CO)N1C(=O)NC1CCCCC1 = -14	x	-3.5	-25

(listing goes on)
SMILES	C diff growth	Tcruzi prolif	KDM4C inh	Pf Dd2 growth
O=C(N[C@@H]1C=C[C@@H](CC(=O)N2CCCCC2)O[C@@H]1CO)c1cccc(F)c1	-1	-38	-0.4	-6
C[C@@H]1CCCCO[C@H](CN(C)C(=O)CCCN(C)C)[C@@H](C)CN([C@H](C)CO)C(=O)c2cc(NS(C)(=O)=O)ccc2O1	1	-16	1.4	36
C[C@H](CO)N1C[C@H](C)[C@H](CN(C)Cc2ccccc2)Oc2ccc(NC(=O)NC3CCCCC3)cc2CC1=O	0	7	-0.8	-10
O=C(Nc1ccccc1F)N1CCCCN2[C@H](CO)[C@H](c3ccc(/C=C/c4ccccc4)cc3)[C@H]2C1	-77	82	12	-72
COc1ccc(NC(=O)Nc2ccc3c(c2)[C@H]2C[C@@H](CC(=O)N4CCCCC4)O[C@@H](CO)[C@H]2O3)cc1	-5	76	0.6	-9
Cc1noc(C)c1NC(=O)N1C[C@@H](O)COC[C@H]2O[C@@H](CC(=O)NCC3CC3)CC[C@@H]21	-1&-7	u	1.7	x
C[C@H](CO)N1C[C@H](C)[C@@H](CN(C)C(=O)c2ccc(F)cc2)Oc2ncc(Br)cc2C1=O	-3	x	-0.5	28
O=C(C1CC1)N1CCCCN2[C@@H](CO)[C@H](c3ccc(-c4cccc(F)c4)cc3)[C@@H]2C1	-13	u	0.5	23
CC1C=NC(S(=O)(=O)N2CC[C@H]3[C@@H](CO)N(C)c4ccc(-c5ccccc5F)cc4[C@H]32)=N1 (some centres not stated)	-4	88	0.6	-4
C[C@@H]1CCCCO[C@H](CN(C)Cc2ccccc2)[C@H](C)CN([C@@H](C)CO)C(=O)c2cc(NC(=O)Cc3ccccc3)ccc2O1	-4	x	1.4	-48
C[C@H](CO)N1C[C@H](C)[C@H](CN(C)CC2CCCCC2)Oc2c(NS(=O)(=O)c3cn(C)cn3)cccc2C1=O	1	15	0.1	-16
C[C@@H]1CN([C@H](C)CO)C(=O)c2cccc(NS(=O)(=O)c3ccccc3)c2O[C@@H]1CN(C)Cc1ccc(-c2ccccc2)cc1	x	64	-0.7	-4
COc1ccc(S(=O)(=O)N[C@H]2CC[C@@H](CC(=O)O)O[C@H]2CO)cc1	-2	36	2.7	2
COc1cccc(-c2ccc(CC[C@H]3O[C@H]4CC[C@@H](CO)O[C@H]4C[C@H]3NC(=O)c3cnccn3)cc2)c1	-1	x	x	-41
CCCNC(=O)N1[C@@H]2CNC[C@H]1C2c1ccc(-c2ccc(C#N)cc2)cc1 (some centres not stated)	-13	x	-1.0	-3
COc1ccccc1-c1cnc2c(c1)C(=O)N([C@H](C)CO)C[C@@H](C)[C@@H](CN(C)C(=O)c1ccccc1)O2	30	73	x	-4
COc1ccc(S(=O)(=O)Nc2ccc3c(c2)C(=O)N([C@H](C)CO)C[C@H](C)[C@@H](CN(C)C(=O)NC(C)C)OCCCC[C@H](C)O3)cc1	0	-5	-0.9	x
CNC[C@@H]1Oc2ccc(NC(=O)CCC(F)(F)F)cc2CC(=O)N([C@@H](C)CO)C[C@H]1C	-1	87	1.3	16
O=C(C[C@H]1CC[C@H]2[C@@H](COC[C@H](O)CN2Cc2nccs2)O1)NCc1ccccc1	x	-16	1.8	-8
CN(C)CC#Cc1ccc([C@H]2[C@@H](CO)N3CCCCN(CC4CCOCC4)C[C@@H]23)cc1	0	53	2.8	8
CN(C)CCCNC(=O)C[C@H]1CC[C@H]2[C@@H](COC[C@H](O)CN2CC2CCCCC2)O1	-3	x	2.0	22
O=C(O)C[C@@H]1C[C@@H]2c3cc(NC(=O)Nc4ccccc4)ccc3O[C@@H]2[C@H](CO)O1	1	37	1.3	14
C[C@@H]1CN([C@@H](C)CO)C(=O)Cc2cc(NC(=O)CCCCCC(=O)Nc3ccccc3N)ccc2O[C@H]1CN(C)S(=O)(=O)c1cn(C)cn1	-1	-3	1.0	20
C[C@@H]1CCCCO[C@@H](CN(C)Cc2ccc(C(F)(F)F)cc2)[C@@H](C)CN([C@@H](C)CO)C(=O)c2cc(NC(=O)Cc3ccccc3)ccc2O1	x	45	-1.2	-56
CCC(=O)N(C)C[C@@H]1Oc2ncc(C#CCc3ccccc3)cc2C(=O)N([C@@H](C)CO)C[C@@H]1C	-3	12	4.8	41
C[C@H]1CN([C@@H](C)CO)C(=O)c2cc(-c3cccnc3)cnc2O[C@H]1CN(C)C(=O)c1ccccc1F	3	-21	0.5	10
CC(C)NC(=O)Nc1ccc2c(c1)C(=O)N([C@@H](C)CO)C[C@@H](C)[C@H](CN(C)CC1CCCCC1)O2	-2	-39	-0.8	8
COCC(=O)Nc1ccc2c(c1)C(=O)N(C)C[C@@H](OC)[C@@H](C)CN(Cc1cc(F)ccc1F)[C@@H](C)CO2	x	47	0.6	-59
C[C@H](CO)N1C[C@H](C)[C@@H](CN(C)S(=O)(=O)c2ccccc2F)OCc2cnnn2CCCC1=O	-5&1	0&43	-1.2	42&-4
Cc1ccc(S(=O)(=O)N2C[C@H](O)COC[C@H]3O[C@@H](CC(=O)NCC4CCCCC4)CC[C@@H]32)cc1	x	1	-0.5	-12
CCCNC(=O)N[C@@H]1CC[C@H](CCNS(=O)(=O)c2cccc(F)c2)O[C@H]1CO	x	-60	0.3	11
